Jurkat NFkB inh: lowers PMA/ionomycin-induced NF-kB signal in Jurkat cells; PMA/ionomycin-induced NF-kB luciferase reporter, luminescence; inhibition, % at 4 µM; hit rate 0.53% among 330,000; AID 435003; in the data active = inhibition above about 50%
tim10-1 inh: growth inhibitors of tim10-1 mutant yeast | S. cerevisiae tim10-1 ts strain growth, BacTiter-Glo, 24 h | inhibition, % at 20 µM | hit rate 2.2% among 330,000 | AID 463190;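 active = inhibition of at least 40%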;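 note: mutant grown at 25 °C; 0% = DMSO wells with yeast and 100% = wells holding no yeast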
697 NFkB inh: inhibitors of the PMA/ionomycin-induced NF-kB reporter in 697 B cells; inhibition, % at 4 µM; hit rate 0.33% among 330,000; 697 B-cell NF-kB luciferase reporter, 16 h; AID 435022; in the data active = inhibition above about 35%
UPR CHOP act: apoptotic UPR (CHOP) activation; CHO-CHOP luciferase reporter, luminescence; percent of tunicamycin response over DMSO baseline; activation, % at 10 µM; hit rate 0.34% among 330,000;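 active = at 10 µM dose, activation of 40% or more, normalized to positive control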;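 note: 100% = tunicamycin at 10 µg/mL and 0% = DMSO alone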
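System: CHO CHOP reporter cells. Amount: 500 cells per well. Buffer or medium: F12 medium, 10% FBS. Compound dosing: one dose, 10 µM in 0.5% DMSO. Incubation: 6 h compound exposure at 37 °C after overnight seeding. Technique: Steady-Glo luciferase luminescence. Benchmarks: tunicamycin and DMSO controls.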
TIM10 inh: growth inhibitors of TIM10 yeast strain; S. cerevisiae TIM10 strain growth, BacTiter-Glo luminescence, 24 h; inhibition, % at 10 µM; hit rate 1.4% among 330,000; AID 463195;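 active = inhibition of 40% or more at the single tested concentration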;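 note: wild-type TIM10 isogenic control strain grown at permissive 25 °C; 0% = DMSO yeast wells and 100% = minimal medium wells without yeast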
tim23-1 inh: inhibits growth of tim23-1 mutant yeast. S. cerevisiae tim23-1 growth, BacTiter-Glo luminescence, 24 h. inhibition, % at 20 µM. hit rate 1.3% among 330,000;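 active = growth inhibition of the mutant yeast at or above 50%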;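 note: temperature-sensitive mutant grown at 25 °C; plate controls were DMSO-treated mutant yeast for no effect and medium wells lacking yeast for full effect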
Mdm2 MdmX PPI: disrupts the human Mdm2-MdmX interaction | O15151+Q00987 | SaOS-2 split-luciferase Mdm2/MdmX complementation, luminescence | inhibition, % at 8 µM | hit rate 3% among 330,000;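 active = inhibition of at least 50% at 8 µM in the primary screen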
Target sequence (O15151 whole entry, looked up): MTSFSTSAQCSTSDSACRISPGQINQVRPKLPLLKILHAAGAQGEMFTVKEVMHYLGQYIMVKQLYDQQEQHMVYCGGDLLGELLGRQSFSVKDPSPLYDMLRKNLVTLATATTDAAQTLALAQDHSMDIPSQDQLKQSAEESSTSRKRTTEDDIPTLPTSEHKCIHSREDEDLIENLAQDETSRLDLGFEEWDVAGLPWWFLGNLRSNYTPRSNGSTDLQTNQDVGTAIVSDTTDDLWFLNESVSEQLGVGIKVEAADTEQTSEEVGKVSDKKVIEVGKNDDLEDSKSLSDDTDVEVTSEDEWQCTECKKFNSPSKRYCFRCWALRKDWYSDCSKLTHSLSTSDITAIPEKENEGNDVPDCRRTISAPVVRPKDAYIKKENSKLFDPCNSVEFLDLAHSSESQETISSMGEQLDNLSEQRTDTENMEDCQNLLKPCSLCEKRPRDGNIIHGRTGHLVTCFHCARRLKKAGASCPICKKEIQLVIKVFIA
Target sequence (Q00987 whole entry, looked up): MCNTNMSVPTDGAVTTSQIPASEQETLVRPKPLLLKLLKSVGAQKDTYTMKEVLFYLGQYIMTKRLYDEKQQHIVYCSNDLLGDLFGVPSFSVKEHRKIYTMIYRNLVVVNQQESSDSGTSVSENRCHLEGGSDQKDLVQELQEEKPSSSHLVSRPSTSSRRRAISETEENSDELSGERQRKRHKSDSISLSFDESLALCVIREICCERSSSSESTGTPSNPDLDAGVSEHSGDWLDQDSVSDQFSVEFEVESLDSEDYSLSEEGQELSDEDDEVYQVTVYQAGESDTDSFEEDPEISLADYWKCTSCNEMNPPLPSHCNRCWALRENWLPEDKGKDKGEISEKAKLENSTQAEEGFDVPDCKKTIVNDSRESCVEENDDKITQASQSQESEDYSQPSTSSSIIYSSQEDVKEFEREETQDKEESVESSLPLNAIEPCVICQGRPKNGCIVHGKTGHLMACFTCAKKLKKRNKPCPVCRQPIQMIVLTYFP
XBP1 UPR activ: adaptive UPR (XBP1) activation; AID 463104; activation, % at 20 µM; hit rate 0.33% among 330,000; CHO-XBP1 luciferase reporter, IRE1-XBP1 UPR activation, luminescence; percent of tunicamycin response, DMSO as zero;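 active = versus positive control, 20 µM dose yields 30% or more activation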;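 note: 100% = tunicamycin at 10 µg/mL and 0% = DMSO only wells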
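Test system: CHO-XBP1 luciferase reporter cells | Buffer or medium: Serum-containing F12 medium, 10% FBS | Schedule: 6 h compound exposure at 37 °C, 5% CO2 | Detection: Steady-Glo luciferase glow luminescence, 10 min after reagent addition | Read-out basis: Activation, % of tunicamycin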
* hit, by the source's call. The order is random; about 6.6% have a hit in one of these screens.

Structure,Jurkat NFkB inh,tim10-1 inh,697 NFkB inh,UPR CHOP act,TIM10 inh,tim23-1 inh,Mdm2 MdmX PPI,XBP1 UPR activ
O=C(CCn1nc(-c2ccc(Cl)cc2)ccc1=O)N1CCN(c2ccc(F)cc2)CC1,-17,24,-3,-0.6,10,12,27,-2
O=C(CSCc1ccccc1)NNc1c(F)c(F)cc(F)c1F,-33,27,-6,-1.0,2,15,2,7
CCOC(=O)c1cc(CC)sc1NC(=O)COc1ccc2c(C)cc(=O)oc2c1,-3,8,-8,-1.8,-11,-15,82*,3
OCCC1CN(Cc2cccn2-c2ccccn2)CCN1C1CCCC1 (centres undefined),8,4,10,0.6,6,4,15,-3
COc1cccc(NC(=O)Cn2cc(C#N)c3ccccc32)c1,12,-1,6,-0.8,4,-20,-13,-1
CCOC(=O)c1ccccc1NC(=O)Cn1cnc2c(cnn2C(C)(C)C)c1=O,-10,21,3,-1.8,9,17,-6,-2
O=C(Nc1nnc(S(=O)(=O)N2CCOCC2)s1)c1ccccc1,-3,11,-14,1.5,0,10,-5,1
NC(=O)c1cccc2c1-c1ccccc1/C2=N/NC(N)=S,-2,-13,19,1.7,12,20,10,0
O=C(NCCC1=CCCCC1)C1CCCN(S(=O)(=O)c2ccc(F)cc2)C1 (centres undefined),-4,29,-4,-2.3,13,16,19,-5
CC(=O)N1c2ccc(S(=O)(=O)NCC3CCC(C(=O)NC4CCC(C)CC4)CC3)cc2CC1C (centres undefined),3,16,-38,1.7,18,12,28,-2
CCO[C@H]1OC(C(=O)O)=C[C@@H](c2coc3ccccc3c2=O)[C@@H]1CCCO,11,-7,11,4.8,-6,-4,9,-1
Cc1ccc(-c2nnn(CC(=O)N(C)C3CCCCC3)n2)o1,0,4,17,1.7,-3,7,8,2
O=C(CN1CCN(Cc2ccc(Cl)cc2)C1=O)NCCCN1CCN(c2ccc(F)cc2)CC1,20,-2,-11,0.5,20,-9,27,0
CCOC(=O)c1c(C)[nH]c(C(=O)COC(=O)c2ccc(N3CCCC3=O)cc2)c1C,-1,-4,8,0.5,-3,-31,1,-1
COc1ccc(C(=O)NNC(=S)Nc2ccccc2)cc1,-173,8,-152,5.5,1,-8,-144,3
COc1cccc(CN(C)C(=O)Cc2c[nH]c3ccccc23)c1,13,12,-15,2.7,-1,7,-3,1
Cc1ccccc1OCC(=O)N1CCc2ccccc2C1,-3,8,-12,3.9,6,28,-7,-1
CCOC(=O)C1=C(CC)Nc2ccccc2N=C1NC(=O)c1cc(S(=O)(=O)N(C)C)ccc1Cl,6,6,13,-1.3,0,12,-31,-3
O=C1C2CC=CCC2C(=O)N1Cc1nnc(-c2ccc(Cl)cc2)o1 (centres undefined),-11,-22,-18,1.6,-18,9,-16,-2
Cc1cc(C)nc(SCc2nnc(SCC(=O)Nc3ncc(C)s3)n2Cc2ccco2)n1,-26,16,-18,-0.5,-1,2,-12,1
COc1ccc(Cc2nc3ccc(C(=O)N(C)CCO)cc3o2)cc1,-13,-2,-29,1.0,-1,5,-20,1
CCOC(=O)c1sc(=S)n(CC)c1NC(=O)c1ccccc1C,7,21,4,1.4,30,28,11,3
CCOCCCNC(=O)C(c1ccc(C)cc1)N(Cc1ccc2c(c1)OCO2)C(=O)c1ccccn1 (centres undefined),-6,17,8,0.1,0,15,5,-2
CC(=O)N1c2ccc(S(=O)(=O)N3CCC(C(=O)NC4CCCCC4C)CC3)cc2CC1C (centres undefined),7,7,19,-1.6,-1,14,24,-2
O=C(Cc1c[nH]c2ccccc12)NCc1ccc(Cl)cc1,-6,26,-1,1.9,15,14,10,1
Cc1ccc(NC(=O)Cc2nc(-c3c[nH]c(C(=O)N4CCCC4)c3)cs2)c(C)c1,8,22,22,-1.0,15,18,-3,-3
Cc1cc(NC(=O)CSc2nc3ccccc3s2)no1,9,-8,21,-1.4,-1,3,-1,-4
CC(C)C[C@H](NC(=O)c1nc[nH]c1C(=O)NCc1ccccc1)C(=O)OC(C)(C)C,16,30,15,1.3,19,27,21,-4
COc1ccc(OCCNS(=O)(=O)c2ccc3oc4ccccc4c3c2)cc1,8,13,14,-1.9,18,18,-2,-2
O=C(Nc1ccnn1C1CCN(C(=O)c2cccc(Cl)c2)CC1)C1CC1,-1,-12,-2,-0.6,1,-5,9,-5

Entries above with two or more sulfur atoms:
Structure,Jurkat NFkB inh,tim10-1 inh,697 NFkB inh,UPR CHOP act,TIM10 inh,tim23-1 inh,Mdm2 MdmX PPI,XBP1 UPR activ
O=C(Nc1nnc(S(=O)(=O)N2CCOCC2)s1)c1ccccc1,-3,11,-14,1.5,0,10,-5,1
Cc1cc(C)nc(SCc2nnc(SCC(=O)Nc3ncc(C)s3)n2Cc2ccco2)n1,-26,16,-18,-0.5,-1,2,-12,1
CCOC(=O)c1sc(=S)n(CC)c1NC(=O)c1ccccc1C,7,21,4,1.4,30,28,11,3
Cc1cc(NC(=O)CSc2nc3ccccc3s2)no1,9,-8,21,-1.4,-1,3,-1,-4

(further entries)
Structure,Jurkat NFkB inh,tim10-1 inh,697 NFkB inh,UPR CHOP act,TIM10 inh,tim23-1 inh,Mdm2 MdmX PPI,XBP1 UPR activ
N[C@@H](Cc1cc(I)c(Oc2cc(I)c(O)c(I)c2)c(I)c1)C(=O)O,-7,-2,23,2.9,-10,0,26,-5
Cc1cc(NS(=O)(=O)c2ccc(NC(=O)Nc3cccc(C(F)(F)F)c3)cc2)no1,11,-12,6,2.0,1,6,-3,6
O=C(O)CCC(=O)Nc1ccc(C(=O)OC2CCCCC2)cc1,2,-9,2,-0.4,0,-2,28,-5
O=C(CC1c2ccccc2Oc2ccccc21)Nc1ccccc1C(F)(F)F,6,-11,-1,0.0,-1,-5,0,-3
Cc1cc2oc(=O)c(CC(=O)O)c(C)c2c2occ(C(C)(C)C)c12,-24,37,-18,2.9,22,25,-2,0
CCOC(=O)N1CCC(N(CCN(C)C)C(=S)Nc2cccc(Cl)c2C)CC1,0,24,18,1.7,2,18,19,-4
O=C(CN(CC(=O)N1CCOCC1)S(=O)(=O)c1ccc(Br)s1)N1CCOCC1,-7,22,-19,-2.0,8,15,-8,2
Cc1nc(CNS(=O)(=O)c2ccc3ccccc3c2)cs1,2,17,4,-0.5,-7,20,24,1
CC1CCCCC12NC(=O)N(CC(=O)N1CCN(c3ncccn3)CC1)C2=O (centres undefined),14,6,13,-3.3,5,5,12,-3
NS(=O)(=O)c1cccc(NC(=O)CSc2ccccn2)c1,-29,6,5,2.1,-9,9,3,-3
Cc1ccc(-c2nnc(SCc3nc(N)nc(Nc4ccccc4C)n3)n2N)cc1,-9,-13,3,2.1,-3,-7,13,-5
COc1cc(OC)cc(N2CC(C)(C)C2=O)c1,9,2,23,0.2,2,14,34,-4
COC(=O)C(C)SC1=N/C(=C/c2ccc(-n3cncn3)cc2)C(=O)N1 (centres undefined),2,16,15,1.3,1,10,-13,-4
Cc1c(-n2cc(C(=O)c3cc(Br)ccc3O)cc(C#N)c2=O)c(=O)n(-c2ccccc2)n1C,-11,32,-9,0.6,32,25,18,-3
OCc1cn(-c2ccccc2)nc1-c1ccc(-c2nn(-c3ccccc3)cc2CO)cc1,5,8,10,15,8,-2,29,8
C/C=C(\C)C(=O)Nc1cccc(C2=NOC3(C2)C[C@H](C(N)=O)N(C(=O)c2cc([N+](=O)[O-])cc([N+](=O)[O-])c2)C3)c1 (some centres undefined),0,-15,4,-1.0,-4,-9,7,0
COc1ccc(CN2CC(C(=O)NCCCN3CCOCC3)CC2=O)cc1 (centres undefined),10,2,18,-1.1,5,5,21,-3
CCN1CCN(c2ccc(N3CCN(S(=O)(=O)c4cc([N+](=O)[O-])ccc4C)CC3)nn2)CC1,-12,-27,-11,1.5,0,-13,20,3
Cc1c(CCOC(=O)C23CC4CC(CC(C4)C2)C3)sc[n+]1CC#N,4,11,9,0.3,11,9,12,11
CCOc1ccc(Cl)cc1CN1CCOCC1,-1,-3,2,-2.0,-1,2,20,0
CCOc1ccc(CCNC(=O)COC(=O)c2cccc(S(=O)(=O)N3CCCC3)c2)cc1OCC,0,-16,22,-0.1,-7,-9,10,-1
O=C(NCCCc1ccccc1)c1cccc(Br)c1,-3,9,-9,0.9,16,27,11,2
O=C(O)[C@H]1CCC(=O)N1Cc1ccco1,-13,14,-8,-1.4,-3,13,6,4
COC(=O)c1ccccc1S(=O)(=O)N(Cc1ccco1)Cc1cc2cc(OC)ccc2[nH]c1=O,4,14,-15,-2.1,3,5,9,-3
O=C(c1cc([N+](=O)[O-])ccc1N1CCOCC1)N1CCCCC1,6,2,12,2.0,11,2,6,-2
CC(C)(C)c1ccc(S(=O)(=O)N2CCN(CC(=O)NC(=O)NC3CCCCC3)CC2)cc1,15,25,6,1.8,11,18,27,-5
Cc1cc(C)cc(N2CC(C(=O)O)CC2=O)c1 (centres undefined),-7,-8,12,-3.0,-8,-10,5,-1
Cc1sc(N)c(C(=O)c2ccccc2)c1C,10,8,-1,0.8,12,5,-6,-3
Cc1c(NC(=O)N(C)c2ccccc2)c(=O)n(-c2ccccc2)n1C,1,-1,-9,0.8,0,-8,19,-1
O=C(CCC(=O)N(CC(=O)NC1CCCC1)Cc1ccc2c(c1)OCO2)Nc1nccs1,-12,8,2,0.5,12,-9,12,1
COc1cc(C(=S)N2CCOCC2)cc(OC)c1OC(=O)c1cc([N+](=O)[O-])c(C)c([N+](=O)[O-])c1,-8,-9,8,0.5,26,9,-14,-2
COCCCN(C(=S)NC(=O)C12CC3CC(CC(C3)C1)C2)c1c(N)n(Cc2ccccc2)c(=O)[nH]c1=O,5,5,2,-0.2,2,6,5,1

Reformatted with values under each structure: part of the list above.
Below each SMILES: Jurkat NFkB inh, tim10-1 inh, 697 NFkB inh, UPR CHOP act, TIM10 inh, tim23-1 inh, Mdm2 MdmX PPI, XBP1 UPR activ
- COC(=O)C(C)SC1=N/C(=C/c2ccc(-n3cncn3)cc2)C(=O)N1 (centres undefined)
 : 2, 16, 15, 1.3, 1, 10, -13, -4
- Cc1c(-n2cc(C(=O)c3cc(Br)ccc3O)cc(C#N)c2=O)c(=O)n(-c2ccccc2)n1C
 : -11, 32, -9, 0.6, 32, 25, 18, -3
- OCc1cn(-c2ccccc2)nc1-c1ccc(-c2nn(-c3ccccc3)cc2CO)cc1
 : 5, 8, 10, 15, 8, -2, 29, 8
- C/C=C(\C)C(=O)Nc1cccc(C2=NOC3(C2)C[C@H](C(N)=O)N(C(=O)c2cc([N+](=O)[O-])cc([N+](=O)[O-])c2)C3)c1 (some centres undefined)
 : 0, -15, 4, -1.0, -4, -9, 7, 0
- COc1ccc(CN2CC(C(=O)NCCCN3CCOCC3)CC2=O)cc1 (centres undefined)
 : 10, 2, 18, -1.1, 5, 5, 21, -3
- CCN1CCN(c2ccc(N3CCN(S(=O)(=O)c4cc([N+](=O)[O-])ccc4C)CC3)nn2)CC1
 : -12, -27, -11, 1.5, 0, -13, 20, 3
